Assay outcomes from PubChem.
FXIa inh 1536 – human FXIa protease inhibitors, primary screen, biochemical, 1536-well. purified FXIa, Boc-Glu-Ala-Arg-AMC fluorogenic substrate. inhibition, % at 5 µM. 220,000 tested, 0.14% active. AID 798, 2007;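 active means inhibition of at least 40%; inactive means inhibition below 40%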;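 further: fluorescence of freed AMC excited at 355 nm; 0% = enzyme without compound and 100% = no enzyme blank; many of its hits are not listed in these tables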
FXIIa inh 1536 – human FXIIa protease inhibitors, primary screen, biochemical, 1536-well | 220,000 tested, 0.3% active | purified FXIIa, Boc-QGR-AMC fluorogenic substrate, 2 h | inhibition, % at 5 µM | Coagulation factor XII (Homo sapiens), P00748; in the data active means inhibition above about 40%;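 further: 0% = enzyme with no compound and 100% = blank without enzyme; many of its hits are not listed in these tables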
Target sequence (P00748 20-372 limits assumed): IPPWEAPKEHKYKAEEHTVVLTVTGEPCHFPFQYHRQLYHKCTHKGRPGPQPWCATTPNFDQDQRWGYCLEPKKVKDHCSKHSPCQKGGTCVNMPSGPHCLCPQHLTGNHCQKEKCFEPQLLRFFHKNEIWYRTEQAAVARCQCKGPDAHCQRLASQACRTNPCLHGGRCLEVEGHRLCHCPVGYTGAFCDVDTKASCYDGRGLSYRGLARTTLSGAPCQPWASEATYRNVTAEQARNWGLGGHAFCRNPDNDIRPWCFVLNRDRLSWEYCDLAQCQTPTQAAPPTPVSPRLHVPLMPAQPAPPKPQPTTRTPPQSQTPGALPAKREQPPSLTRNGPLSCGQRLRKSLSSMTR
Target sequence (P00748 373-615 limits assumed): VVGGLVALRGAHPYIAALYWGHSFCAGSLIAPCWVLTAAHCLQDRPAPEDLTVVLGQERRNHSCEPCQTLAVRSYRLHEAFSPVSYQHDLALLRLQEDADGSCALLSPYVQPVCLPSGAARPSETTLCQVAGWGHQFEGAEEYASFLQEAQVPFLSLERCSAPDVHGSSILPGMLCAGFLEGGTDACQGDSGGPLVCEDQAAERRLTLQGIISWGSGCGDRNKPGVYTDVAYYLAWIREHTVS
PPC-1+TRAIL kill – compounds killing PPC-1 cancer cells with TRAIL present, primary screen, TRAIL potentiator project, ATPLite luminescence, uHTS; PPC-1 cells + TRAIL, ATPLite viability luminescence; cell killing (% activity), % at 4 µM; 220,000 tested, 0.41% active; AID 1443, 2008;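 active means cell killing above 50% in the first pass at 4 µM, then a duplicate retest at 5 µM averaging 50% or more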;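 further: plate controls were cells with TRAIL plus DMSO for no effect and medium-only wells lacking cells for full effect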
Tb hexokinase – Trypanosoma brucei hexokinase 1 inhibitors, primary screen, biochemical, G6PDH-coupled NADH absorbance, MLSCN library | recombinant TbHK1, G6PDH-coupled NADH A340 | inhibition, % at 10 µM | 220,000 tested, 0.11% active | AID 1430, 2008;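 active means inhibition of 50% or more in the single-dose primary screen; inactive means inhibition below 50%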
L929 necroptosis – inhibitors of zVAD-triggered necroptosis, primary screen, L929 cells | L929 zVAD necroptosis rescue, ATP luminescence, 24 h; with zVAD 60 µM | viability rescue, % at 10 µM | 220,000 tested, 0.38% active | AID 1377, 2008;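 active means activation, scaled between plate controls, above about 75%, limit read from the data; inactive means activation under that limit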;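 further: 0% = zVAD with DMSO and 100% = DMSO alone without zVAD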
PGE2 EP2 inh – human EP2 receptor antagonists, primary screen, TR-FRET cAMP, C6 glioma cells. Prostaglandin E2 receptor EP2 subtype (Homo sapiens), P43116. C6 glioma cells expressing human EP2; cells stimulated with saturating PGE2. inhibition, % at 25 µM. 260,000 tested, 0.52% active;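 active means percent inhibition above 40 after rounding to a whole number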;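 further: rat C6 glioma host cells with rolipram phosphodiesterase inhibitor present; the protocol text gives 20 µM as final concentration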
Target sequence (P43116 whole entry, looked up): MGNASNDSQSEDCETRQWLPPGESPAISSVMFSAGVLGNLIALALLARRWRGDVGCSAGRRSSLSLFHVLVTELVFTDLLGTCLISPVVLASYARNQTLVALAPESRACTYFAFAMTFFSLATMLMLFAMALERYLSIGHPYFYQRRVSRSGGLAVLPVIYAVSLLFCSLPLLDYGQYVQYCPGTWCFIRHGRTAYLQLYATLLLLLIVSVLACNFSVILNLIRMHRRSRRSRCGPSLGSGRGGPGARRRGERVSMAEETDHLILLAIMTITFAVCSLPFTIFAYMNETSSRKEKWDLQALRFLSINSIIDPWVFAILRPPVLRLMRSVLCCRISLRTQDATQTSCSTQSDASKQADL
Wee1 stabilizer – Wee1 degradation inhibitors, primary screen, cell-based, HeLa, Wee1K328M-luciferase, luminescence; HeLa Luc-Wee1K328M stability; 100% = proteasome inhibitor MG132 effect; reporter increase, % at 5 µM; 220,000 tested, 1.2% active; AID 1321, 2008;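 active means activation above the mean of all tested compounds plus 3 SD, set per screening run, cut at about 8.8% in these data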;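 further: cells exposed to compound for 20 h before luminescence read; 0% = DMSO alone and 100% = MG132 at 30 µM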
TNF necrop inh – inhibitors of TNF-alpha triggered necroptosis, primary screen, cell-based, Jurkat FADD-/-, single concentration | 220,000 tested, 0.068% active | activation (protection from cell death), % at 10 µM | Jurkat FADD-/- TNF necroptosis rescue, ATP luminescence, 24 h; 0 = TNF only, 100 = no-TNF cells;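 active means activation, meaning protection from cell death, of at least 50% relative to plate controls; inactive means activation below 50%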;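 further: necroptosis triggered by 40 ng/mL TNF-alpha added together with compound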
CHOP inh – inhibitors of CHOP promoter induction, primary screen, cell-based, unfolded protein response, luciferase reporter | AID 2732, 2010 | inhibition, % at 10 µM | CHO-K1 CHOP-promoter luciferase, tunicamycin-induced, 15-18 h | 220,000 tested, 3.8% active;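 active means compounds that reduced the stress-induced luciferase reporter signal by more than about 70% of percent inhibition, limit read from the data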;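 further: 0% = tunicamycin plus vehicle and 100% = wells without tunicamycin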
Starred values were filed as active, the others as inactive; / = no result given; & = joins results of further samples.

SMILES	FXIa inh 1536	FXIIa inh 1536	PPC-1+TRAIL kill	Tb hexokinase	L929 necroptosis	PGE2 EP2 inh	Wee1 stabilizer	TNF necrop inh	CHOP inh
CC(C)C[C@H](NC(=O)Nc1cccc(Cl)c1)C(=O)O	0	17	-13	-4	-0.2	22	1	-0.4	2
CCOC(=O)Nc1oc2ccccc2c(=O)c1CN1CCOCC1	-6	-4	9	-13	1.2	14	0	-9.3	37
C=CCc1cccc2cc(C(=O)OCC)c(=O)oc12	6	15	12	-12	/	5	3	1.1	7
O=C(Nc1ccc(S(=O)(=O)Nc2ncccn2)cc1)c1ccc(Br)s1	-1	6	-14	-1	0.3	17	-1	0.5	16
CC(C)OC(=O)CSc1nnc(COc2ccc([N+](=O)[O-])cc2)n1C	1	1	30	-3	0.7	6	0	1.4	13
O=C(CNc1ccccc1)Nc1ccc(F)cc1	2	14	20	4	0.2	9	0	1.8	-33
CCOc1ccccc1N1CCN(C(=O)Nc2ccc(Cl)c(Cl)c2)CC1	4	6	26	14	0.8	/	-2	-1.1	31
NC(=O)C1CCN(C(=O)OCc2ccccc2)CC1	-7	-12	-7	-12	-0.1	15	2	-2.7	-6
CCOc1ccccc1NC(=O)NS(=O)(=O)c1ccc(C)cc1	-2	15	-12	18	3.4	1	-2	2.2	12
O=C(COC(=O)c1ccc(Br)o1)NCc1cccs1	-14	-16	-6	-2	-0.5	7	0	0.4	-2
COCCOC(=O)C1=C(C)N=C2SCCC(=O)N2C1c1ccc(C(=O)OC)cc1 (stereo not given)	1	9	18	-15	0.9	15	-2	0.1	3
CCc1cccc2c(=O)c(C(=O)NCCN3CCOCC3)c[nH]c12	2	18	9	-1	2.1	8	-1	-0.3	20
O=C1N=C(N2CCN(c3ccccc3)CC2)S/C1=C\c1ccco1	2	9	29	-19	-0.1	7	-2	-1.0	-6
Cc1nn(Cc2cccc(C(=O)O)c2)c(C)c1[N+](=O)[O-]	-4	1	-6	5	0.4	6	-1	-0.2	-3
Cn1cc([N+](=O)[O-])c(C(=O)n2cccn2)n1	0	11	10	-3	-0.7	9	-2	0.5	1
O=C1CCC/C(=N/NC(=O)c2ccc(CN3c4cccc5cccc(c45)S3(=O)=O)cc2)C1	4	5	18	-8	0.1	4	-1	-0.3	-25
N#C/C(=C\c1cccs1)C(=O)Nc1ccccn1	4	3	-6	-53	2.0	16	1	-0.1	-18
COc1cccc(OC)c1C(=O)N=c1sc2cc(S(C)(=O)=O)ccc2n1C	-1	7	17	-13	0.1	10	0	0.3	19
COc1ccc(-c2cc(C(F)F)n3ncc(C(=O)N4CCN5CCCC5C4)c3n2)cc1 (stereo not given)	4	13	44	-29	4.4	1&13	-1	-7.0	40
Cc1cccc(NC(=O)CSc2ccc(-c3ccc4c(c3)OCO4)nn2)c1C	7	3	28	-3	1.0	9	-2	0.5	24
CCN1C(=O)CC(N2CCC(C(=O)N3CCCCCC3)CC2)C1=O (stereo not given)	-5	-1	10	-2	1.2	6	4	1.3	-2
O=C(NC(=S)Nc1ccc(CN2CCOCC2)cc1)c1ccccc1[N+](=O)[O-]	5	7	5	-7	1.4	7	-2	3.1	-9
O=C(/C=C/c1ccccc1[N+](=O)[O-])NC1CCCC1	-5	7	20	-9	-0.4	3	-1	-0.1	13
CN1CCN(c2nc(-c3ccc(Cl)s3)cs2)CC1	9	18	8	6	-0.6	6	2	2.7	-31
CCn1c(CNC(=O)c2ccco2)nnc1SCC(=O)Nc1ccc(Br)cc1F	0	2	12	2	-0.3	1	0	-1.7	-14

(list continues)
SMILES	FXIa inh 1536	FXIIa inh 1536	PPC-1+TRAIL kill	Tb hexokinase	L929 necroptosis	PGE2 EP2 inh	Wee1 stabilizer	TNF necrop inh	CHOP inh
CCOC(=O)N(Cc1ccccc1)C(C(=O)O)C(C(=O)O)N(Cc1ccccc1)C(=O)OCC (stereo not given)	7	20	-8	-3	-0.3	7	1	-2.5	16
Cc1cc(C)cc(OCc2nnc(SCC(=O)N3CCN(c4ccccc4)CC3)o2)c1	14	8	23	6	0.7	7	-1	-0.2	30
CCCc1cc(=O)[nH]c(SCC(=O)N(Cc2ccccc2)C(C)C)n1	1	14	-8	-3	0.3	12	1	1.0	24
Brc1ccc2c(c1)OCCOCCOc1cc(Br)ccc1OCCOCCOCCO2	3	8	15	-2	-0.2	9	-1	-14	83*
Cn1c(=O)c2c(nc(N3CCN(Cc4ccccc4)CC3)n2CCCc2ccccc2)n(C)c1=O	-4	0	12	35	-0.1	16	10*	-7.1	-21
OC(COc1cccc2ccccc12)CN1CCN(c2ccccc2Cl)CC1 (stereo not given)	-1	4	18	4	0.7	3	0	4.4	76*
Cc1ccc2[nH]c(=O)cc(C(=O)OC(C)C)c2c1	1	6	4	-16	4.7	18	0	0.7	5
O=C(c1cc(COc2c(F)cccc2F)on1)N1CCSCC1	5	11	-30	6	-0.3	7	0	2.9	-22
CC(=O)C1=C(C)OC(N)=C(C#N)C1c1ccco1 (stereo not given)	0	12	19	-26	-0.3	20	0	-5.9	-12
O=C(CC1CCCC1)OCn1nnc2ccccc2c1=O	3	16	12	0	3.7	6	1	3.6	38
COc1ccc(/C=C/C(=O)Nc2cc(C(F)(F)F)ccc2Cl)cc1OC	-20	3	6	-7	2.5	13	3	1.7	43
CN(C)S(=O)(=O)c1ccc(C(=O)Nc2ccc(Cl)cc2)cc1	20	23	9	-5	0.0	10	1	0.6	8
CCCCCCC1CC(=O)NC(=O)N1 (stereo not given)	-9	0	8	-3	-0.6	2	-2	0.1	6
S=c1[nH]nc(-c2ccc3ccccc3n2)n1-c1ccc(Cl)cc1	5	-15	3	-7	-0.5	7	-1	0.0	-14
CC(C)c1[nH]c(=O)c(C#N)c2c1CSC(C)(C)C2	2	13	-24	-16	-0.3	11	-1	-2.3	-11
COc1ccc(OC(C)C(=O)N2CCN(c3ccccn3)CC2)cc1 (stereo not given)	-5	8	6	4	1.2	16	1	0.1	-18
O=C(NCC1CCCO1)C(=O)NCC(c1ccco1)N1CCN(c2ccccc2)CC1 (stereo not given)	8	11	-4	26	0.1	9	-2	0.5	4
COc1ccccc1CNC(=O)C1CC(=O)N(C2CCCC2)C1 (stereo not given)	-10	-5	16	3	0.5	5	2	-1.1	28
COc1ccc(CN(C)C(c2ccccc2)c2nnnn2-c2ccccc2C)c(OC)c1C (stereo not given)	-3	1	22	0	-0.3	10	2	-1.0	52
CCC(C)NS(=O)(=O)c1ccc(NC(=O)CCC2CCCCC2)cc1 (stereo not given)	0	5	2	3	0.5	7	-1	2.1	-4
CCS(=O)(=O)c1ccc(O)c(NC(=O)/C=C/c2ccc(Cl)cc2)c1	1	4	12	-19	-0.1	2	-1	0.9	-9
Cn1cccc1CC(=O)N/N=C/c1ccc(Cl)cc1	-4	5	8	-6	0.2	1	4	4.5	-12
Cn1nc(C(=O)NCc2ccccc2)c2ccccc2c1=O	-3	7	9	18	0.0	18	-4	1.3	4
COc1ccc(CCn2c(C)cc(C(=O)CSc3nnnn3-c3ccccc3)c2C)cc1	-4	7	13	0	1.9	9	-1	-0.4	5
O=C1C2CCCN2C(c2ccccc2F)N1c1ccc(Cl)cc1 (stereo not given)	6	15	30	2	2.6	8	-2	0.5	16

Next section
SMILES	FXIa inh 1536	FXIIa inh 1536	PPC-1+TRAIL kill	Tb hexokinase	L929 necroptosis	PGE2 EP2 inh	Wee1 stabilizer	TNF necrop inh	CHOP inh
Cc1ccc(N/C=C2\CCCCC2=O)nc1	4	11	20	-25	7.9	12	-1	1.4	0
Cc1ccc(CNC(=O)C2CC(=O)N(CCC(C)C)C2)cc1 (stereo not given)	-2	6	-6	-3	7.6	6	-3	0.3	2
C=CCC1(/C=N/O)CCOC(C)(C)C1 (stereo not given)	0	-1	-3	-9	-0.1	2	-4	5.6	-14
CCC(=O)NC1(C(F)(F)F)C(=O)Nc2c1c(=O)[nH]c(=O)n2CC(C)C (stereo not given)	13	8	7	-9	1.4	9	-1	0.9	16
CCC(CC)NC(=O)COC(=O)c1ccc(OCc2ccc(C(C)=O)cc2OC)c(OC)c1	0	6	28	26	2.4	3	3	2.2	17
C=CCc1cccc(OC)c1OCCOCCNCCO	-13	-2	9	5	-0.9	11	1	-0.1	7
CCOc1ccc(Nc2oc(-c3cccc(Cl)c3)nc2C#N)cc1	6	10	-6	-14	2.1	11	2	11	12
O=C(CSc1nc2ccccc2s1)NCCOc1ccccc1	4	13	11	5	0.3	5	2	2.2	7
NC(=O)c1ccc(NC(=O)COC(=O)c2ccccc2Nc2ccccc2)cc1	0	-1	-7	-1	0.3	6	-3	0.4	9
CCCOc1ccc(N2C(=O)CC(NNC(=O)c3ccc(COc4ccccc4)o3)C2=O)cc1 (stereo not given)	-7	5	-8	-1	3.5	5	-4	1.8	102*
CCCCCC(=O)N1CC2(C)CN(C(=O)CCCCC)CC(C)(C1)C2=O	2	12	1	-4	-0.5	12	-1	0.0	35

Part of the list above in order of count of non-hydrogen atoms, ascending.
SMILES	FXIa inh 1536	FXIIa inh 1536	PPC-1+TRAIL kill	Tb hexokinase	L929 necroptosis	PGE2 EP2 inh	Wee1 stabilizer	TNF necrop inh	CHOP inh
CCCCCCC1CC(=O)NC(=O)N1 (stereo not given)	-9	0	8	-3	-0.6	2	-2	0.1	6
Cn1cc([N+](=O)[O-])c(C(=O)n2cccn2)n1	0	11	10	-3	-0.7	9	-2	0.5	1
Cc1ccc2[nH]c(=O)cc(C(=O)OC(C)C)c2c1	1	6	4	-16	4.7	18	0	0.7	5
O=C(/C=C/c1ccccc1[N+](=O)[O-])NC1CCCC1	-5	7	20	-9	-0.4	3	-1	-0.1	13
Cn1nc(C(=O)NCc2ccccc2)c2ccccc2c1=O	-3	7	9	18	0.0	18	-4	1.3	4
COc1ccccc1CNC(=O)C1CC(=O)N(C2CCCC2)C1 (stereo not given)	-10	-5	16	3	0.5	5	2	-1.1	28
CCOC(=O)Nc1oc2ccccc2c(=O)c1CN1CCOCC1	-6	-4	9	-13	1.2	14	0	-9.3	37
O=C(Nc1ccc(S(=O)(=O)Nc2ncccn2)cc1)c1ccc(Br)s1	-1	6	-14	-1	0.3	17	-1	0.5	16
CCCCCC(=O)N1CC2(C)CN(C(=O)CCCCC)CC(C)(C1)C2=O	2	12	1	-4	-0.5	12	-1	0.0	35
CCn1c(CNC(=O)c2ccco2)nnc1SCC(=O)Nc1ccc(Br)cc1F	0	2	12	2	-0.3	1	0	-1.7	-14
Brc1ccc2c(c1)OCCOCCOc1cc(Br)ccc1OCCOCCOCCO2	3	8	15	-2	-0.2	9	-1	-14	83*

A portion of the library; the hit share may differ from the screen's.
